High-throughput results: PubChem BioAssay, NMMLSC
CIT2 TOR yeast: yeast TOR pathway CIT2-GFP modulation | S. cerevisiae CIT2-GFP strain, flow cytometry, 3 h; 100 means same as DMSO wells | GFP response vs DMSO, % at 10 µM | 320,000 compounds, 0.065% hits | AID 2029;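 active = GFP response relative to DMSO above a set limit, near the screen mean plus 3 SD, cut at about 150% in these data; inconclusive = Fewer than 70 cells measured for a yeast strain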;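 also: ratio of well median GFP fluorescence to mean of DMSO wells on the plate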
GRK2 inh: blocks RNA aptamer binding to human GRK2. P25098. bead flow cytometry, FAM-aptamer displacement from GRK2. inhibition of aptamer binding, % at 10 µM. 330,000 compounds, 0.59% hits;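 active = inhibition of aptamer binding above 40%, roughly 3 SD of noise, on plates passing a quality check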;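 also: median bead fluorescence of bound FAM aptamer so fluorescent compounds give negative values; no value below 0 was filed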
VLA-4 inh: inhibition in a human VLA-4 binding assay | P13612 | VLA-4 expressing cells, ligand binding flow cytometry | inhibition, % (about 7 µM as worked out from the volumes in the protocol) | 330,000 compounds, 0.2% hits; in the data active = inhibition above about 50%
Target sequence (P13612 whole entry, looked up): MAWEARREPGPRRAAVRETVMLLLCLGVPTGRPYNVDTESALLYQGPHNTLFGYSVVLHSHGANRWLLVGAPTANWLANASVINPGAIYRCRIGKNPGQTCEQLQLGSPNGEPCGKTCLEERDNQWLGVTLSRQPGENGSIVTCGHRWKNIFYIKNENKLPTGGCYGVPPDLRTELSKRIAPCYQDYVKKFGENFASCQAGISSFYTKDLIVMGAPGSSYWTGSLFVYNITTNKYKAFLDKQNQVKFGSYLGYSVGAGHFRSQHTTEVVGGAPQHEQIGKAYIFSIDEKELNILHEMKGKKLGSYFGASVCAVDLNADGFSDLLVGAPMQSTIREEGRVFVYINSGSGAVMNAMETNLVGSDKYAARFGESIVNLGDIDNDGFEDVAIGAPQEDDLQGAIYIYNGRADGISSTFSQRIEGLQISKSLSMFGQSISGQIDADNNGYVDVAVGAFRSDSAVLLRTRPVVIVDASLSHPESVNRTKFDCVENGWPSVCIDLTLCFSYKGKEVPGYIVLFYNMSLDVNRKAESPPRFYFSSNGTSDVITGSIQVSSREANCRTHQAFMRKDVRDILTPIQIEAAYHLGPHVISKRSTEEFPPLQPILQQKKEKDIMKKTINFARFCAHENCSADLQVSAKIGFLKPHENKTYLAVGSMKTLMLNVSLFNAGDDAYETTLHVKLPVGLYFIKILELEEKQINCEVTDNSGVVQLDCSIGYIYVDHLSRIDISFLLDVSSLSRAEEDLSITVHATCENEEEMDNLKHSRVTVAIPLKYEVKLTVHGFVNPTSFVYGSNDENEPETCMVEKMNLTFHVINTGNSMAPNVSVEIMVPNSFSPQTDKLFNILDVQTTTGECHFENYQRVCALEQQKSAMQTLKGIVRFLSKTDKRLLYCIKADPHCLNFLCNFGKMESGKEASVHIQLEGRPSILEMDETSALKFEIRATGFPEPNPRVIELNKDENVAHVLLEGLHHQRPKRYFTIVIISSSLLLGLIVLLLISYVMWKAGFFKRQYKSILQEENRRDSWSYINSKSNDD
LAP4 TOR yeast: alters LAP4-GFP fluorescence in TOR pathway yeast screen. S. cerevisiae LAP4-GFP multiplex, flow cytometry GFP, 3 h; median GFP as percent of DMSO wells. GFP response vs DMSO, % at 10 µM. 320,000 compounds, 0.34% hits. AID 2023;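 active = GFP response vs DMSO above a set limit, about the screen mean plus 3 SD, cut at about 150% in these data; inconclusive = under 70 cell events counted for the yeast strain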
MEP2-GFP yeast: alters MEP2-GFP fluorescence in TOR pathway yeast screen; 330,000 compounds, 0.51% hits; GFP response vs DMSO, % at 10 µM; S. cerevisiae MEP2-GFP strain, flow cytometry GFP, 3 h; 100% = DMSO control level; AID 2016;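 active = GFP response versus DMSO above a set limit, roughly screen mean plus 3 SD, cut at about 180% in these data; inconclusive = fewer than 70 cells counted for a yeast strain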;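 also: median GFP fluorescence of the barcode-gated MEP2-GFP cells per well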
RPL19A TOR yeast: yeast TOR pathway RPL19A-GFP modulation | S. cerevisiae RPL19A-GFP strain, flow cytometry, 3 h; hits give low values | percent response vs DMSO, % at 10 µM | 330,000 compounds, 0.3% hits | AID 2025;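 active = percent response vs DMSO below 50%; inconclusive = fewer than 70 events counted for the yeast strain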;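 also: median channel GFP fluorescence of the barcoded RPL19A-GFP strain; ratio of sample median GFP to plate DMSO average so 100% = DMSO; lower means less RPL19A-GFP as with rapamycin TOR inhibition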
AGP1-GFP MLPCN: yeast TOR pathway AGP1-GFP modulation; 320,000 compounds, 0.02% hits; GFP response vs DMSO, % at 10 µM; S. cerevisiae AGP1-GFP multiplex flow cytometry, 3 h; GFP as percent of DMSO wells;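 active = GFP response relative to DMSO above a set limit, near screen average plus 3 SD, cut at about 150% in these data; inconclusive = fewer than 70 cells counted for the yeast strain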;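 also: median GFP channel fluorescence of the gated AGP1 strain per well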
CR mimetic SO: lowers age-related superoxide in aged yeast cells. AID 2690. 330,000 compounds, 0.18% hits. S. cerevisiae aged cells, superoxide DHE fluorescence; hits give low values. superoxide response (% of plate mean), % at 10 µM;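 active = superoxide response under a set limit, about three screen SD below normal, cut at about 65% in these data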;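 also: yeast aged for seven days with compound at 30 °C before DHE staining; 100% = average MFI of all compound-treated wells on the plate with controls excluded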
Active calls of the source: *.

Start of the data: the first four entries (preview)
Results for CCOC(=O)C1CCN(C(=S)NC2CCCC2)CC1 ?
CIT2 TOR yeast: 110; GRK2 inh: 3; VLA-4 inh: 3; LAP4 TOR yeast: 93; MEP2-GFP yeast: 104; RPL19A TOR yeast: 100; AGP1-GFP MLPCN: 99; CR mimetic SO: 93

Results for CCN(CC(=O)Nc1c(F)cccc1F)C(=O)/C=C/c1ccc2c(c1)OCO2 ?
CIT2 TOR yeast: 92; GRK2 inh: 0; VLA-4 inh: 1; LAP4 TOR yeast: 95; MEP2-GFP yeast: 95; RPL19A TOR yeast: 100; AGP1-GFP MLPCN: 100; CR mimetic SO: 90

How did CC1=C(C(=O)Nc2ccccc2)C(c2ccco2)NC(=S)N1 (stereo unspecified) do in these assays?
CIT2 TOR yeast: 106; GRK2 inh: 0; VLA-4 inh: -1; LAP4 TOR yeast: 99; MEP2-GFP yeast: 106; RPL19A TOR yeast: 103; AGP1-GFP MLPCN: 105; CR mimetic SO: 102

How did O=C(CSc1nc2c(c(=O)n1-c1ccc(Cl)cc1)SCC2)Nc1ccc2c(c1)OCCO2 do in these assays?
CIT2 TOR yeast: 96; GRK2 inh: 0; VLA-4 inh: -4; LAP4 TOR yeast: 104; MEP2-GFP yeast: 102; RPL19A TOR yeast: 101; AGP1-GFP MLPCN: 107; CR mimetic SO: 105

The list itself, previewed entries included:
Results for CCOC(=O)C1CCN(C(=S)NC2CCCC2)CC1 ?
CIT2 TOR yeast: 110; GRK2 inh: 3; VLA-4 inh: 3; LAP4 TOR yeast: 93; MEP2-GFP yeast: 104; RPL19A TOR yeast: 100; AGP1-GFP MLPCN: 99; CR mimetic SO: 93

Results for CCN(CC(=O)Nc1c(F)cccc1F)C(=O)/C=C/c1ccc2c(c1)OCO2 ?
CIT2 TOR yeast: 92; GRK2 inh: 0; VLA-4 inh: 1; LAP4 TOR yeast: 95; MEP2-GFP yeast: 95; RPL19A TOR yeast: 100; AGP1-GFP MLPCN: 100; CR mimetic SO: 90

How did CC1=C(C(=O)Nc2ccccc2)C(c2ccco2)NC(=S)N1 (stereo unspecified) do in these assays?
CIT2 TOR yeast: 106; GRK2 inh: 0; VLA-4 inh: -1; LAP4 TOR yeast: 99; MEP2-GFP yeast: 106; RPL19A TOR yeast: 103; AGP1-GFP MLPCN: 105; CR mimetic SO: 102

How did O=C(CSc1nc2c(c(=O)n1-c1ccc(Cl)cc1)SCC2)Nc1ccc2c(c1)OCCO2 do in these assays?
CIT2 TOR yeast: 96; GRK2 inh: 0; VLA-4 inh: -4; LAP4 TOR yeast: 104; MEP2-GFP yeast: 102; RPL19A TOR yeast: 101; AGP1-GFP MLPCN: 107; CR mimetic SO: 105

What do the screens show for `COC(=O)c1cccc(Nc2nc(-c3ccncc3)nc3ccccc23)c1`?
CIT2 TOR yeast: 92; GRK2 inh: 0; VLA-4 inh: -6; LAP4 TOR yeast: 101; MEP2-GFP yeast: 99; RPL19A TOR yeast: 101; AGP1-GFP MLPCN: 85; CR mimetic SO: 109

How did COc1ccccc1OCC(=O)NNC(=O)c1ccc2c(=O)n3c(nc2c1)CCC3 do in these assays?
CIT2 TOR yeast: 114; GRK2 inh: 3; VLA-4 inh: -7; LAP4 TOR yeast: 99; MEP2-GFP yeast: 99; RPL19A TOR yeast: 102; AGP1-GFP MLPCN: 103

Results for Cc1ccc(N2C(=O)c3ccc(C(=O)O)cc3C2=O)c(C)c1 ?
CIT2 TOR yeast: 97; GRK2 inh: 1; VLA-4 inh: 26; LAP4 TOR yeast: 88; MEP2-GFP yeast: 97; RPL19A TOR yeast: 102; AGP1-GFP MLPCN: 94; CR mimetic SO: 92

What do the screens show for `CCc1ccc(CCC(=O)Nc2ccccc2C(=O)O)o1`?
CIT2 TOR yeast: 106; GRK2 inh: 0; VLA-4 inh: -1; LAP4 TOR yeast: 89; MEP2-GFP yeast: 98; RPL19A TOR yeast: 94; AGP1-GFP MLPCN: 98; CR mimetic SO: 115

Results for O=C(Cc1cnn(-c2ccccc2)c1)c1ccc(O)c(O)c1O ?
CIT2 TOR yeast: 86; GRK2 inh: 2; VLA-4 inh: 0; LAP4 TOR yeast: 102; MEP2-GFP yeast: 94; RPL19A TOR yeast: 91; AGP1-GFP MLPCN: 88; CR mimetic SO: 77

What do the screens show for `O=C1CCn2nc(-c3ccc(Cl)cc3)cc2N1`?
CIT2 TOR yeast: 96; GRK2 inh: 0; VLA-4 inh: -2; LAP4 TOR yeast: 103; MEP2-GFP yeast: 101; RPL19A TOR yeast: 99; AGP1-GFP MLPCN: 102; CR mimetic SO: 101

Results for CCOC(=O)c1sc2nc(CC(=O)OC)nc(N3CCN(c4ccc(OC)cc4)CC3)c2c1C ?
CIT2 TOR yeast: 89; GRK2 inh: 1; VLA-4 inh: -9; LAP4 TOR yeast: 106; MEP2-GFP yeast: 85; RPL19A TOR yeast: 86; AGP1-GFP MLPCN: inconclusive; CR mimetic SO: 86

How did CCN(Cc1ccccc1)S(=O)(=O)c1cc2[nH]c(=O)c(=O)[nH]c2cc1C do in these assays?
CIT2 TOR yeast: 97; GRK2 inh: 4; VLA-4 inh: 16; LAP4 TOR yeast: 99; MEP2-GFP yeast: 96; RPL19A TOR yeast: 93; AGP1-GFP MLPCN: 95; CR mimetic SO: 103

What do the screens show for `O=C(Nc1ccc(F)c([N+](=O)[O-])c1)c1ccc2c(c1)OCCO2`?
CIT2 TOR yeast: 94; GRK2 inh: 0; VLA-4 inh: 15; LAP4 TOR yeast: 102; MEP2-GFP yeast: 104; RPL19A TOR yeast: 105; AGP1-GFP MLPCN: 95; CR mimetic SO: 99

Results for Cc1ccccc1NS(=O)(=O)c1ccc(Cl)cc1 ?
CIT2 TOR yeast: 99; GRK2 inh: 1; VLA-4 inh: -7; LAP4 TOR yeast: 95; MEP2-GFP yeast: 93; RPL19A TOR yeast: 99; AGP1-GFP MLPCN: 89; CR mimetic SO: 104

Results for Cn1c(=O)cc(Nc2ccc(Cl)cc2)[nH]c1=O ?
CIT2 TOR yeast: 111; GRK2 inh: 8; VLA-4 inh: 3; LAP4 TOR yeast: 90; MEP2-GFP yeast: 114; RPL19A TOR yeast: 113; AGP1-GFP MLPCN: 110; CR mimetic SO: 106

What do the screens show for `CC12CCC(=O)N1C(C(=O)Nc1ccc(Cl)c(Cl)c1)CS2` (stereo unspecified)?
CIT2 TOR yeast: 98; GRK2 inh: 1; VLA-4 inh: 3; LAP4 TOR yeast: 120; MEP2-GFP yeast: 100; RPL19A TOR yeast: 105; AGP1-GFP MLPCN: 115; CR mimetic SO: 96

What do the screens show for `CCCCN1Cc2cc(C(=O)c3cc(OC)ccc3O)cnc2NC1=O`?
CIT2 TOR yeast: 107; GRK2 inh: 2; VLA-4 inh: -3; LAP4 TOR yeast: 102; MEP2-GFP yeast: 110; RPL19A TOR yeast: 99; AGP1-GFP MLPCN: 101; CR mimetic SO: 105

What do the screens show for `Cc1c(C(=O)OCc2nnc(-c3ccccc3)o2)oc2ccccc12`?
CIT2 TOR yeast: 103; GRK2 inh: 4; VLA-4 inh: -5; LAP4 TOR yeast: 106; MEP2-GFP yeast: 103; RPL19A TOR yeast: 96; AGP1-GFP MLPCN: 100; CR mimetic SO: 103

How did Cc1cc(C)n(CCc2nc(-c3cc4ccccc4o3)cs2)n1 do in these assays?
CIT2 TOR yeast: 93; GRK2 inh: 0; VLA-4 inh: -4; LAP4 TOR yeast: 108; MEP2-GFP yeast: 99; RPL19A TOR yeast: 95; AGP1-GFP MLPCN: 96; CR mimetic SO: 98

What do the screens show for `Cc1nn(CCc2n[nH]c(=S)n2-c2ccc(F)c(Cl)c2)c(C)c1[N+](=O)[O-]`?
CIT2 TOR yeast: 97; GRK2 inh: 0; VLA-4 inh: -1; LAP4 TOR yeast: 99; MEP2-GFP yeast: 105; RPL19A TOR yeast: 96; AGP1-GFP MLPCN: 92; CR mimetic SO: 105

What do the screens show for `Cc1ccc(NC(=S)Nc2ccc3cn[nH]c3c2)c(C)c1`?
CIT2 TOR yeast: 100; GRK2 inh: 0; VLA-4 inh: 8; LAP4 TOR yeast: 104; MEP2-GFP yeast: 101; RPL19A TOR yeast: 96; AGP1-GFP MLPCN: 99; CR mimetic SO: 95

What do the screens show for `COc1ccc(-c2nnc(SCC(=O)N3CCc4ccccc4C3)o2)cc1`?
CIT2 TOR yeast: 94; GRK2 inh: 3; VLA-4 inh: 4; LAP4 TOR yeast: 111; MEP2-GFP yeast: 99; RPL19A TOR yeast: 98; AGP1-GFP MLPCN: 95; CR mimetic SO: 131

Results for Cc1ccc(CNC(=O)COC(=O)c2cc(C)oc2C)cc1 ?
CIT2 TOR yeast: 97; GRK2 inh: 2; VLA-4 inh: 6; LAP4 TOR yeast: 104; MEP2-GFP yeast: 99; RPL19A TOR yeast: 96; AGP1-GFP MLPCN: 98; CR mimetic SO: 93

What do the screens show for `CN(C)S(=O)(=O)c1ccc(C(=O)Nc2nnc(SCC(=O)NCC3CCCO3)s2)cc1` (stereo unspecified)?
CIT2 TOR yeast: 105; GRK2 inh: 6; VLA-4 inh: -11; LAP4 TOR yeast: 95; MEP2-GFP yeast: 104; RPL19A TOR yeast: 103; AGP1-GFP MLPCN: 101; CR mimetic SO: 99

What do the screens show for `O=S(=O)(Nc1ccc(Oc2ncccn2)c(Cl)c1)c1ccc(F)cc1`?
CIT2 TOR yeast: 102; GRK2 inh: 0; VLA-4 inh: 18; LAP4 TOR yeast: 102; MEP2-GFP yeast: 98; RPL19A TOR yeast: 100; AGP1-GFP MLPCN: 108; CR mimetic SO: 90

What do the screens show for `CC(SCCc1ccccn1)C(=O)O` (stereo unspecified)?
CIT2 TOR yeast: 102; GRK2 inh: 2; VLA-4 inh: 12; LAP4 TOR yeast: 100; MEP2-GFP yeast: 103; RPL19A TOR yeast: 99; AGP1-GFP MLPCN: 105; CR mimetic SO: 101

What do the screens show for `O=C(NN=C1CCCC1)c1cccc(Br)c1`?
CIT2 TOR yeast: 101; GRK2 inh: 0; VLA-4 inh: -4; LAP4 TOR yeast: 93; MEP2-GFP yeast: 98; RPL19A TOR yeast: 103; AGP1-GFP MLPCN: 103; CR mimetic SO: 90

Results for O=C(NCC(=O)N1CCCCCC1)c1ccc(Cl)cc1 ?
CIT2 TOR yeast: 114; GRK2 inh: 1; VLA-4 inh: 0; LAP4 TOR yeast: 82; MEP2-GFP yeast: 109; RPL19A TOR yeast: 105; AGP1-GFP MLPCN: 107; CR mimetic SO: 97

Results for N#Cc1c(C#N)c(-c2ccccc2)n(-c2ccc(C(=O)O)cc2)c1N ?
CIT2 TOR yeast: 115; GRK2 inh: 4; VLA-4 inh: -2; LAP4 TOR yeast: 111; MEP2-GFP yeast: 101; RPL19A TOR yeast: 102; AGP1-GFP MLPCN: 104; CR mimetic SO: 107

What do the screens show for `COC(=O)C(CC(C)C)NC(=O)CNC(=O)c1ccccc1C` (stereo unspecified)?
CIT2 TOR yeast: 99; GRK2 inh: 3; VLA-4 inh: -7; LAP4 TOR yeast: 90; MEP2-GFP yeast: 93; RPL19A TOR yeast: 93; AGP1-GFP MLPCN: 94; CR mimetic SO: 96

What do the screens show for `Oc1ccccc1C1Nc2cccc3cccc(c23)N1`?
CIT2 TOR yeast: 91; GRK2 inh: 1; VLA-4 inh: -3; LAP4 TOR yeast: 98; MEP2-GFP yeast: 97; RPL19A TOR yeast: 97; AGP1-GFP MLPCN: 99; CR mimetic SO: 87
